CatB mixtures – inhibitors of human cathepsin B in compound mixtures. P07858. Purified cathepsin B, AMC dipeptide fluorescence. inhibition, %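 (ten-compound pools at 5 µM per compound and 50 µM total)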. actives 0.06% (n = 62,000); in the data active = inhibition above about 22%, passing the limit was not always enough; inconclusive = no clear call, values can overlap the other calls;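 also: 0% = enzyme without compound and 100% = no enzyme blank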
AP ELISA ortho – alternative pathway complement inhibition, orthogonal assay; Human serum alternative complement pathway, LPS-coated ELISA, C3 deposition; tested in compound mixtures; inhibition, % at 5 µM; actives 0.08% (n = 62,000);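 active = inhibition above 30% in each of the two pooled mixtures holding the compound, so the lower value exceeds 30%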;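 also: 0% = serum in Mg-EGTA without compound and 100% = EDTA serum blank; some compounds past the cut are filed as inactive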
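Test system – human serum alternative complement pathway, C3 deposition on LPS-coated wells · Buffer or medium – diluted human serum in Mg2+-EGTA GVB++ · Compound dosing – 5 µM each compound, pools of ten, 50 µM per pool · Schedule – 1 h serum-compound exposure at 37 °C · Measured by – Anti-C3 ELISA, OD 450 nm · Read-out basis – percent inhibition of C3 deposition onto LPS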
CatL inh – blocks human cathepsin L protease activity; inhibition, %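 (tested at 10 µM)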; P07711; actives 0.17% (n = 58,000); purified cathepsin L, fluorogenic substrate, fluorescence; in the data active = inhibition above about 45%;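 also: 0% = enzyme with no compound and 100% = no enzyme blank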
Target sequence (P07711 114-288 limits assumed): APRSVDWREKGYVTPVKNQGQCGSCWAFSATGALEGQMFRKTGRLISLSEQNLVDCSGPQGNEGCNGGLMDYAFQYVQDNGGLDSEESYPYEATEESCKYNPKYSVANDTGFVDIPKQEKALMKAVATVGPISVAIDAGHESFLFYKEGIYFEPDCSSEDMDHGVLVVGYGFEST
Target sequence (P07711 292-333 limits assumed): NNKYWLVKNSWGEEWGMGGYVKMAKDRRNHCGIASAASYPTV
CatB inh – human cathepsin B inhibition. actives 0.1% (n = 63,000). inhibition, %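 (tested at 10 µM)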. P07858. purified cathepsin B, fluorogenic substrate, fluorescence. AID 453; in the data active = inhibition above about 21%;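 also: 0% = enzyme with no compound and 100% = no enzyme blank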
CatS block – human cathepsin S inhibition | inhibition, %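 (tested at 5 µM per compound within 10-compound mixtures)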 | P25774 | actives 0.06% (n = 62,000) | recombinant cathepsin S, AMC dipeptide fluorescence, pooled mixtures; in the data active = inhibition above about 32%, passing the limit was not always enough; inconclusive = no clear call, values can overlap the other calls;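 also: 0% = enzyme without compound and 100% = blank without enzyme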
FXIa inh mix – inhibitors of human coagulation factor XIa, pooled mixtures; P03951; purified FXIa, fluorogenic substrate; inhibition, % at 5 µM; actives 0.19% (n = 62,000); AID 680;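 also: each value is inhibition by a whole ten-compound pool holding the compound; 0% = enzyme with no mixture and 100% = wells lacking enzyme; strong numbers were not always called active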
C1s inh – blocks human complement C1s protease activity | P09871 | purified C1s, fluorogenic AMC substrate, pooled mixtures | mean inhibition % of two 10-compound mixtures (hits give high values), % at 5 µM (by protocol) | actives 0.16% (n = 62,000) | AID 538;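 active = inhibition above 20% in each of the two 10-compound mixture wells holding the compound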;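 also: 0% = enzyme wells lacking compound mixture and 100% = no-enzyme blank wells; some compounds called inactive have numbers as strong as hits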
Target sequence (P09871 16-437 limits assumed): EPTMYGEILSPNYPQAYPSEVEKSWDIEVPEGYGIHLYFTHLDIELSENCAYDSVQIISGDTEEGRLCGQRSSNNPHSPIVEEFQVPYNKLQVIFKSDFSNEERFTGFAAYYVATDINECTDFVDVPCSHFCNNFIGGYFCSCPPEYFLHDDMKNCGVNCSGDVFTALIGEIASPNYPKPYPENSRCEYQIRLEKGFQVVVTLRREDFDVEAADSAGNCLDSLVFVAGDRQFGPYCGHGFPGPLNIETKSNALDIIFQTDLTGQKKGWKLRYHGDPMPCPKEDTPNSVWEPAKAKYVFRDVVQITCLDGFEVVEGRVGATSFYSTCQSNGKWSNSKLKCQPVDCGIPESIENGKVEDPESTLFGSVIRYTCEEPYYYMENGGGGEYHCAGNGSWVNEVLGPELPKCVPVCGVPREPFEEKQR
Target sequence (P09871 438-688 limits assumed): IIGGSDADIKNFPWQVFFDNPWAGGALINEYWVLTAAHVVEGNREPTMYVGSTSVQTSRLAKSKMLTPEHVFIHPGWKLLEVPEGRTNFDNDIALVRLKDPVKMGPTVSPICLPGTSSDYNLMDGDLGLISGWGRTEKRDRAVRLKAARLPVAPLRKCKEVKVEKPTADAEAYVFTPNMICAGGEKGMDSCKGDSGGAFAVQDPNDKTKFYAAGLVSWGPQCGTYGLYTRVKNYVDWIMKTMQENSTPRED
FXIIa mix inh – factor XIIa (human) inhibition, mixture screen | P00748 | purified FXIIa, fluorogenic substrate, pooled mixtures | inhibition, % at 5 µM | actives 0.2% (n = 62,000);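 also: 0% = enzyme without compound and 100% = no enzyme blank; some results filed as inactive read as strong as hits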
CatG inh – inhibitors of human cathepsin G. P08311. actives 0.2% (n = 62,000). inhibition, % at 5 µM (by protocol). purified enzyme, AMC-tetrapeptide fluorescence, pooled mixtures;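 active = inhibition above 20% in each of the two mixture wells holding the compound; inactive = inhibition of 20% or less in either well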;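 also: 0% = enzyme control without mixture and 100% = blank lacking enzyme; strong numbers were not always called active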
Starred values were filed as active, the others as inactive; ? = inconclusive; · = not tested or not shown. Rule as the data show it, unless noted: active = inhibition above about 20% (passing the limit was not always enough); inactive = the rest. Not all compounds are listed; count on the stated rates, not on these rows.

SMILES | CatB mixtures | AP ELISA ortho | CatL inh | CatB inh | CatS block | FXIa inh mix | C1s inh | FXIIa mix inh | CatG inh
CCC(C)(C)n1nnnc1CN(Cc1cc2cc(OC)c(OC)cc2[nH]c1=O)C1CCCC1 | 3 | 13 | -11 | 2 | 0 | 6 | 0 | 1 | 7
COc1cccc(NC(=O)CSc2nnc(C)s2)c1 | 1 | -8 | 22 | 5 | 6 | 19 | 11 | 0 | 43
CN(C)c1ccc(CN2CCCCCC2)cc1 | 0 | -11 | 14 | -1 | 3 | 4 | -17 | 3 | -5
COC(=O)c1ccc(NC(=O)c2ccccc2NS(C)(=O)=O)cc1 | 1 | 2 | 14 | 4 | 5 | -14 | -4 | -3 | 8
CC1(C)CC(=O)C2=C(C1)N(CC1CCCO1)C(=O)C2(NC(=O)c1cccnc1)C(F)(F)F (centres undefined) | 5 | 1 | -3 | 5 | 14 | 4 | 13 | -2 | 11
CC(C)OC(=O)CCC(=O)Nc1nc2ccccc2s1 | 3 | 3 | · | -1 | -8 | 9 | 1 | 14 | 0
CCOC(=O)C1CCN(c2cc(=O)n(C3CCCCC3)c(=O)[nH]2)CC1 | 4 | 15 | 5 | -6 | -1 | 5 | -25 | 3 | 1
O=C(NC1CCCCCCC1)c1ccc(CNc2c(N3CCOCC3)c(=O)c2=O)cc1 | 3 | 22 | · | -8 | -2 | 6 | -13 | -24 | -2
O=C(NC1=NCCS1)c1cc2ccccc2o1 | -3 | 5 | -2 | 3 | -10 | -8 | -39 | 5 | -5
Cc1nn(-c2ccccc2)c2sc(C(=O)C(C#N)c3ccccn3)cc12 (centres undefined) | 1 | -11 | 23 | 6 | 16 | 2 | -33 | -22 | -7
Cc1cc(C)n2nc(S(=O)(=O)NCCc3ccccc3)nc2n1 | 1 | 2 | · | 3 | 18 | 6 | -5 | -8 | 0
COc1cc(C(=O)NCCc2ccc(S(N)(=O)=O)cc2)cc(OC)c1OC | 1 | 0 | -2 | 5 | -5 | 1 | -3 | 1 | -4
Cc1cc(C(=O)O)ccc1-n1c(C)ccc1C | -8 | -1 | -2 | 1 | 11 | -4 | -22 | 0 | 7
Cc1cc(=S)[nH]c2ccccc12 | 2 | 2 | 0 | 4 | 8 | 6 | -28 | 10 | -4
O/N=C1\CC(O)Cc2nonc21 (centres undefined) | 1 | -6 | 6 | 5 | ? | -4 | -1 | 3 | 20
CCC(C)NC(=O)C1(C)CCC(=O)N1CCc1ccc(OC)c(OC)c1 (centres undefined) | -11 | 10 | 0 | 3 | -21 | -9 | -21 | 5 | -3
CCOC(=O)c1cc(NC(=O)c2ccoc2C)cc(C(=O)OCC)c1 | 2 | 8 | 1 | 0 | -4 | 2 | 1 | 2 | 0
CCCCOC(=O)C1=C(C)Nc2ncnn2C1c1cccc(OC)c1 (centres undefined) | 1 | 7 | 2 | -2 | -4 | 4 | -7 | 14 | -1
CCOc1ccccc1N(CC(=O)Nc1ccccc1C(=O)O)S(C)(=O)=O | -1 | 7 | 1 | 5 | 2 | -4 | -65 | -16 | 2
COc1ccc(S(=O)(=O)NC(CC(=O)NC2CCCC2)c2ccco2)cc1 (centres undefined) | 1 | 0 | 3 | 0 | 1 | 1 | 4 | -20 | 0
COCCCNC(=O)C1CC(=O)N(c2ccc(C)cc2)C1 (centres undefined) | 2 | 12 | 1 | 2 | 1 | 11 | -1 | 0 | -1
Cc1cc(C)n(-c2ccc(Cl)c(C(=O)Nc3ccc(-c4nnc5n4CCCCC5)cc3)n2)n1 | -9 | -3 | 10 | 1 | 2 | -15 | -31 | 10 | -6
CCC(OC(=O)c1cccs1)C(=O)NC1CCCCC1 (centres undefined) | 4 | 9 | -5 | -6 | -1 | 6 | 14 | -20 | 8
Cc1cc(SCC(=O)N2CCCC2)nc2ccccc12 | 2 | 12 | · | -2 | 6 | -1 | -94 | -16 | -7
COc1ccc(CN(C(=O)CN2C(=O)C(C)Oc3ccccc32)C2CCCC2)c(OC)c1 (centres undefined) | 4 | 16 | 1 | 6 | -2 | 3 | -6 | 3 | 6

Shown with values ahead of the structure: entries from further up
CatB mixtures,AP ELISA ortho,CatL inh,CatB inh,CatS block,FXIa inh mix,C1s inh,FXIIa mix inh,CatG inh,Structure
3,13,-11,2,0,6,0,1,7,CCC(C)(C)n1nnnc1CN(Cc1cc2cc(OC)c(OC)cc2[nH]c1=O)C1CCCC1
1,-8,22,5,6,19,11,0,43,COc1cccc(NC(=O)CSc2nnc(C)s2)c1

In the list so far, 2 contain a thiophene ring, fused or not.
SMILES | CatB mixtures | AP ELISA ortho | CatL inh | CatB inh | CatS block | FXIa inh mix | C1s inh | FXIIa mix inh | CatG inh
Cc1nn(-c2ccccc2)c2sc(C(=O)C(C#N)c3ccccn3)cc12 (centres undefined) | 1 | -11 | 23 | 6 | 16 | 2 | -33 | -22 | -7
CCC(OC(=O)c1cccs1)C(=O)NC1CCCCC1 (centres undefined) | 4 | 9 | -5 | -6 | -1 | 6 | 14 | -20 | 8

More entries
SMILES | CatB mixtures | AP ELISA ortho | CatL inh | CatB inh | CatS block | FXIa inh mix | C1s inh | FXIIa mix inh | CatG inh
CCOC(=O)N1CCC(NS(=O)(=O)c2cc(Br)cc3c2N(C(=O)CC)CC3)CC1 | 7 | 2 | 6 | 8 | 13 | 5 | 28 | 1 | -3
COc1ccc(-c2cc(OC)c3c(C)oc(C)c3c(=O)c2)cc1OC | -1 | -20 | -1 | -2 | 2 | 6 | -33 | 6 | -7
O=C(Nc1cccc(Cl)c1)Nc1nccs1 | 3 | 22 | -1 | 6 | 8 | 7 | 4 | 13 | 13
O=C(COC(=O)c1cccc(S(=O)(=O)N2CCc3ccccc3C2)c1)NCc1ccco1 | 6 | 23 | -2 | -1 | -2 | 7 | -3 | 3 | 10
CCC(C)NC(=O)C1CCC(=O)N(c2ccc3c(c2)OCO3)C1c1ccc(OC)cc1 (centres undefined) | -1 | 21 | -5 | -2 | 1 | 25 | 6 | 7 | 42
O=C1N(CC(=O)N2CCc3ccccc32)CCN1Cc1ccc(Cl)cc1 | 4 | 19 | -8 | -4 | -12 | 2 | -5 | -6 | 0
COc1cccc(NC(=O)Cc2cn(C)c3ccccc23)c1 | -2 | 0 | 18 | 5 | -7 | 16 | -24 | 9 | -6
O=C(COC(=O)Cc1ccsc1)NC1CCCCCC1 | -3 | -2 | · | 2 | 9 | -1 | 4 | 8 | 8
O=C1NC(c2ccncc2)Nc2ccccc21 (centres undefined) | -6 | 12 | -16 | 0 | -9 | 2 | -17 | -5 | 1
Cc1ccc(C)c(Nc2ncnc3nc[nH]c23)c1 | 3 | 11 | 4 | 3 | -3 | 4 | 12 | -19 | 7
Cc1ccc(-c2noc(CN3CCN(c4ccccc4F)CC3)n2)cc1 | -6 | 8 | -8 | 1 | -10 | -2 | 1 | 7 | 5
CN1CCN(C2=C(Cl)C(=O)N(Cc3ccccc3)C2=O)CC1 | 3 | 21 | 12 | 1 | -1 | 4 | 5 | -16 | 7
CCN(CC)S(=O)(=O)c1cc(C(=O)O)ccc1Cl | 3 | 4 | -11 | · | 0 | 1 | 2 | -1 | -4
COc1cccc(NC(=O)NC2CCN(Cc3nnnn3Cc3ccc(F)cc3)CC2)c1 | 1 | -11 | 3 | 2 | -2 | 4 | 6 | 3 | -1
N/C(=N\c1nc2c(c(=O)[nH]1)CCCC2)Nc1ccccc1 | -2 | 11 | · | 2 | -1 | -1 | 5 | -4 | 8
COc1ccc(CCNC(=O)C2CCN(S(=O)(=O)N3CCCCCC3)CC2)cc1OC | 1 | 21 | 3 | 5 | -2 | 10 | 11 | 5 | 8
O=C(CSc1nnc2ccccn12)NCCN1C(=O)CSC1=O | 3 | 3 | -3 | 0 | -4 | 3 | 13 | 0 | -2
Cc1ccc(-c2cc(C(=O)NCC3CCCO3)no2)cc1 (centres undefined) | 0 | 11 | 13 | 1 | -1 | -4 | -77 | -17 | -1
COC(=O)c1ccccc1OCC(=O)NC1CCCCC1 | 9 | 10 | 2 | -1 | -12 | 8 | 1 | 11 | 3
CCOC(=O)C1=C(c2ccccc2)NC(SCC(=O)NC2CCCCC2)=C(C#N)C1c1ccco1 (centres undefined) | 5 | 10 | -6 | 4 | -8 | 3 | -24 | 1 | 9
Cn1c(/C(C#N)=C(\O)CN2CCN(Cc3ccccc3)CC2)nc2ccccc21 | 3 | 13 | 9 | 3 | 1 | 6 | 8 | 2 | 8
Cc1sc2ncnc(Sc3nnnn3-c3ccccc3)c2c1C | 6 | 9 | -13 | 4 | 3 | 5 | 13 | -1 | 8
O=C(NC1CCS(=O)(=O)C1)N1CCCCC1 (centres undefined) | 4 | 0 | 11 | 0 | 16 | 9 | -31 | -1 | 8
Cc1nc2ccc(C(=O)N3CCN(c4ccccn4)CC3)cc2s1 | 0 | 4 | 1 | 4 | 0 | -3 | -12 | 15 | 4
CC(=O)NCCc1cc2ccc(C)c(C)c2[nH]c1=O | 4 | 25 | 1 | 1 | -1 | 5 | -1 | 4 | 9
COCCn1nnnc1CN1C2CCCC1CC(NC(C)=O)C2 (centres undefined) | 3 | 14 | 4 | 4 | -2 | 2 | -3 | 3 | -3
COc1ccccc1N1CCN(C(=O)CSc2nnc3n2C(C)(C)Cc2ccccc2-3)CC1 | 10 | 12 | 0 | 3 | 29 | -4 | -41 | 5 | -1
COc1ccc(S(=O)(=O)NC2CCCCC2)cc1C | -10 | -6 | 19 | 2 | 2 | -12 | -55 | 5 | 5
O=C(c1ccco1)N1CCN(C(=O)C2CCN(S(=O)(=O)Cc3ccccc3)CC2)CC1 | -4 | 1 | 28 | -3 | 5 | 2 | 3 | 1 | 11
CCc1nn(C(C)C(=O)NC(C)CCc2ccco2)c(=O)c2cc3occc3n12 (centres undefined) | 1 | 10 | 5 | 1 | 12 | 5 | -19 | 8 | 0

Compounds from the list above that contain a COOH group (3):
SMILES | CatB mixtures | AP ELISA ortho | CatL inh | CatB inh | CatS block | FXIa inh mix | C1s inh | FXIIa mix inh | CatG inh
Cc1cc(C(=O)O)ccc1-n1c(C)ccc1C | -8 | -1 | -2 | 1 | 11 | -4 | -22 | 0 | 7
CCOc1ccccc1N(CC(=O)Nc1ccccc1C(=O)O)S(C)(=O)=O | -1 | 7 | 1 | 5 | 2 | -4 | -65 | -16 | 2
CCN(CC)S(=O)(=O)c1cc(C(=O)O)ccc1Cl | 3 | 4 | -11 | · | 0 | 1 | 2 | -1 | -4

One compound at a time (already shown). Screens in order: CatB mixtures | AP ELISA ortho | CatL inh | CatB inh | CatS block | FXIa inh mix | C1s inh | FXIIa mix inh | CatG inh
Record of `CCN(CC)S(=O)(=O)c1cc(C(=O)O)ccc1Cl` = 3 | 4 | -11 | · | 0 | 1 | 2 | -1 | -4
Record of `CCC(C)NC(=O)C1CCC(=O)N(c2ccc3c(c2)OCO3)C1c1ccc(OC)cc1` (centres undefined) = -1 | 21 | -5 | -2 | 1 | 25 | 6 | 7 | 42
Record of `Cc1nc2ccc(C(=O)N3CCN(c4ccccn4)CC3)cc2s1` = 0 | 4 | 1 | 4 | 0 | -3 | -12 | 15 | 4

Screens (PubChem)
